# ST2 inh = inhibitors of human ST2 (IL1RL1) binding to IL-33. Q01638. AlphaLISA ST2-Fc/biotin-IL-33 interaction, 1 h. inhibition, % for hits at 17 µM. hit rate 2.3% among 78,000. AID 1259354; in the data active = inhibition above about 30%; inconclusive = mostly about 10% to 28%
# Target sequence (Q01638 whole entry, looked up): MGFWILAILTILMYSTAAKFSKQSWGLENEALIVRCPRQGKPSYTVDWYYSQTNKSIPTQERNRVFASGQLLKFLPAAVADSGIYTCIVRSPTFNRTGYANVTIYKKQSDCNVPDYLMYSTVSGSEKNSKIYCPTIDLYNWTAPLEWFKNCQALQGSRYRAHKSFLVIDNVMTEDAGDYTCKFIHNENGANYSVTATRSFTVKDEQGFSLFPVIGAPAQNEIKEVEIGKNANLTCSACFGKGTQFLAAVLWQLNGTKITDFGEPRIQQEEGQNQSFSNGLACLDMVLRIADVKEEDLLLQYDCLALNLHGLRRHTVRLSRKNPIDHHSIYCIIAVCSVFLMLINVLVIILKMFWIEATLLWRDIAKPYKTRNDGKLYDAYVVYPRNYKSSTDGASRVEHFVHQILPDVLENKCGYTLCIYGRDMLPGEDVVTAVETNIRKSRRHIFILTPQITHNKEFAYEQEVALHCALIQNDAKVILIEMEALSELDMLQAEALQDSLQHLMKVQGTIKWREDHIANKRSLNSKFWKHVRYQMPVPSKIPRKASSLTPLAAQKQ
# Numbers without * were called inactive; i = inactive; u = inconclusive. A portion of the library; rates above refer to the full screens.
(1) CSc1ccc(C2C(C#N)=C(N)Oc3cc(N)ccc32)cc1 (centres undefined)
- ST2 inh: i

(2) CC(C)(CC(=O)O)CC(=O)N[C@H]1CO[C@H]2[C@@H]1OC[C@@H]2n1nnnc1Oc1ccc2c(c1)OCO2
- ST2 inh: i

(3) Cc1nc(S(=O)(=O)NCc2ccccc2Cl)c(C#N)c(C)c1Cl
- ST2 inh: u

(4) CCOc1ccccc1CNc1nc(-c2nnc(-c3cccc(C)c3)o2)nc2ccccc12
- ST2 inh: i

(5) CCCCn1c(C(C)NC(=O)COC)nc2ccccc21 (centres undefined)
- ST2 inh: i

(6) CS(=O)(=O)c1ccc(CN2C[C@H](O)C[C@H]2c2nc(-c3ccc(F)cc3)no2)cc1
- ST2 inh: i

(7) CC1CCN(S(=O)(=O)c2ccc(Cl)c(S(=O)(=O)N3CCC(C)CC3)c2)CC1
- ST2 inh: i

(8) CN(CC1CCN(CCc2ccc(F)cc2)CC1)C(=O)c1csc2c1CCCC2
- ST2 inh: i

(9) COc1ccc(Br)cc1/C=C1N=C(/C=C/c2ccccc2OC)OC\1=O
- ST2 inh: i

(10) CCn1nc(C)c(CN2CCC(Oc3ccccc3C(=O)N3CCCCC3)CC2)c1C
- ST2 inh: i

(11) CCOC(=O)c1c(C)n(C)c2cc(Br)c(C)cc12
- ST2 inh: u

(12) COc1ccc(C(=O)Nc2ccccc2)cc1NC(=O)C(c1ccccc1)c1ccccc1
- ST2 inh: i

(13) CCOC(=O)COc1cccc2c1ccc1c3c(c(=O)oc12)CCCC3
- ST2 inh: i

(14) CCN1CCN(S(=O)(=O)c2cccc3nonc23)CC1
- ST2 inh: i

(15) O=C1NCC(=O)N2CCN(C(=O)C3(c4ccccc4)CCCC3)CC12 (centres undefined)
- ST2 inh: u

(16) Cn1c(=O)cc(SCC(=O)N2CCCCCC2)c2ccc(Cl)cc21
- ST2 inh: i

(17) COc1cc2c(cc1OC)CN(Cc1ccc(OC)c(C)c1OC)CC2
- ST2 inh: u

(18) CC(=O)OC1c2cc(C)ccc2NC(c2ccc(Br)cc2)C1(C)C (centres undefined)
- ST2 inh: i

(19) Cc1ccc(=O)n(CC(=O)NCc2cccnc2Oc2c(C)cccc2C)n1
- ST2 inh: i

(20) COc1ccc(OCc2nc(C(=O)NCc3cn4ccc(C)cc4n3)co2)cc1
- ST2 inh: i

(21) CN(CCc1ccccn1)[C@H]1[C@@H]2OC[C@@H](O2)[C@@H](NCc2ccc(F)cc2)[C@@H]1O
- ST2 inh: 32%*

(22) Cc1cccc(C)c1NC(=O)C1(N(C)C(=O)Cc2nc(N)n[nH]2)CCCCC1
- ST2 inh: i

(23) COc1ccc(OCC(=O)Nc2cc(N3CCCS3(=O)=O)ccc2C)cc1
- ST2 inh: u

(24) Cc1ncoc1C(=O)NC1CCCc2nc(-c3ccccc3)ncc21 (centres undefined)
- ST2 inh: i

(25) COCCNC(=O)c1cc(-c2ccco2)on1
- ST2 inh: i

(26) NC(=O)CN1C(=O)[C@@H]2CN(C(=O)CC3(CC(=O)O)CCCC3)CCN2C1=O
- ST2 inh: i

(27) O=C(Nc1ccc([N+](=O)[O-])cc1Br)c1ccncc1
- ST2 inh: i

(28) Cc1ccc(OCC(=O)Nc2nnc(C(C)C)s2)c(C)c1
- ST2 inh: u

(29) CCN(CC)C(=O)C(=O)Nc1cc(C(=O)N(CC)CC)ccc1Cl
- ST2 inh: u

(30) CN1C(=O)CC(c2ccc(Cl)cc2)C2=C1CC(C)(C)CC2=O (centres undefined)
- ST2 inh: i

(31) CCc1ccc(-c2nccn2CCn2ccnc2)o1
- ST2 inh: i

(32) COc1ccc(-c2ccc3nc(CO)[nH]c3c2)cc1Cl
- ST2 inh: i

(33) Cc1cc2ncn(S(C)(=O)=O)c2cc1C
- ST2 inh: i

(34) CCOC(=O)CSc1nc(N)nc(C)c1Br
- ST2 inh: i

(35) O=S(=O)(c1cccc2nonc12)N1CCCCCC1
- ST2 inh: u

(36) CN(C)CCNC(=O)CCC1=NS(=O)(=O)c2ccccc2N1
- ST2 inh: u

(37) Cc1ccc(CSC2=Nc3ccccc3C3=NC(CCC(=O)NCc4ccco4)C(=O)N23)cc1 (centres undefined)
- ST2 inh: i

(38) CC(C)NC(=O)c1cccn2c(=O)c3sccc3nc12
- ST2 inh: i

(39) CCOC(=O)C1=C(N)OC2=C(C(=O)CC(C)(C)C2)C1c1cc([N+](=O)[O-])c(C)s1 (centres undefined)
- ST2 inh: i

(40) CS(=O)(=O)N1Cc2ccccc2CC1C(=O)Nc1ccccc1F (centres undefined)
- ST2 inh: i

(41) Oc1ccc(Cn2cc[nH]c2=S)cc1
- ST2 inh: u

(42) Cc1cc2ncn(C(=O)c3ccccc3Cl)c2cc1C
- ST2 inh: i

(43) O=S(=O)(c1cccc2nsnc12)N(CCc1ccccc1)Cc1ccccc1
- ST2 inh: u

(44) Cc1ccc(-n2c(C)nc(=O)c(-c3ccccc3)c2C)cc1
- ST2 inh: i

(45) COc1cc(CN2C[C@H]3CC=CC[C@H]3C2)cc(OC)c1OC(C)C(=O)O (some centres undefined)
- ST2 inh: i

(46) CCC1(C)CC(C(CC(=O)O)c2ccc(C)cc2)CCO1 (centres undefined)
- ST2 inh: u

(47) CCn1c(C(C)n2cccn2)n[nH]c1=O (centres undefined)
- ST2 inh: i

(48) Cc1ccc(CNCc2cccnc2N2CCCC(O)C2)o1 (centres undefined)
- ST2 inh: i

(49) Cc1cc2c(cc1S(=O)(=O)N1CCCC1C(=O)NCc1ccccc1Cl)OCC(=O)N2 (centres undefined)
- ST2 inh: i

(50) CCCCCCCC/C(=C/CC(=O)O)C(=O)O
- ST2 inh: i

# Values in list order from the list.
# ST2 inh, entries 39–42 → i, i, u, i

# Quoted at random: seven compounds from above
(46) CCC1(C)CC(C(CC(=O)O)c2ccc(C)cc2)CCO1 (centres undefined)
- ST2 inh: u

(44) Cc1ccc(-n2c(C)nc(=O)c(-c3ccccc3)c2C)cc1
- ST2 inh: i

(45) COc1cc(CN2C[C@H]3CC=CC[C@H]3C2)cc(OC)c1OC(C)C(=O)O (some centres undefined)
- ST2 inh: i

(39) CCOC(=O)C1=C(N)OC2=C(C(=O)CC(C)(C)C2)C1c1cc([N+](=O)[O-])c(C)s1 (centres undefined)
- ST2 inh: i

(40) CS(=O)(=O)N1Cc2ccccc2CC1C(=O)Nc1ccccc1F (centres undefined)
- ST2 inh: i

(28) Cc1ccc(OCC(=O)Nc2nnc(C(C)C)s2)c(C)c1
- ST2 inh: u

(38) CC(C)NC(=O)c1cccn2c(=O)c3sccc3nc12
- ST2 inh: i

# (further entries)
item | SMILES | ST2 inh
51 | C#CCn1c(=O)c2c(ncn2C)n(C)c1=O | u
52 | N[C@@H](COP(=O)(O)O)C(=O)O | i
53 | O=C(Nc1cccc(O)c1)c1cccc(S(=O)(=O)Nc2cccc(O)c2)c1 | i
54 | CC(C)c1nccc(-c2c(-c3ccccc3)ncn2C[C@H]2CCCN2)n1 | i
55 | O=C(O[C@@H]1[C@H](O)C[C@@](O)(C(=O)O)C[C@H]1OC(=O)c1cc(O)c(O)c(O)c1)c1cc(O)c(O)c(O)c1 | i
56 | CN(C)C1CCCCC1NS(=O)(=O)c1ccc(Cl)cc1 (centres undefined) | i
57 | Cc1nc(-c2ccc(C(=O)N3CCCC3C(=O)NCc3ccccc3)cc2)no1 (centres undefined) | i
58 | CS(=O)(=O)Nc1ccc(/C=C/c2ccccc2)cn1 | i
59 | O=C(NCc1cccnc1)C1CCN(C2CCN(Cc3ccc4c(c3)CCO4)CC2)CC1 | i
60 | COc1ccc(NC(=O)c2ccc(OC)c([N+](=O)[O-])c2)cc1Cl | u
61 | CCCSc1nnc2c(n1)OC(c1ccccc1O)Nc1ccccc1-2 (centres undefined) | i
62 | O=C(Nc1c2c(nn1-c1ccccc1)CSC2)c1ccc(Cl)cc1 | u
63 | Cc1ccc(C(=O)Nc2c3c(nn2-c2ccccc2C)CSC3)cc1C | i
64 | CCCCn1cnc2c(cnn2-c2ccc(F)cc2)c1=O | i
65 | Cc1cc(N2CCOCC2)nc2ccc(NC(=O)CCC(=O)Nc3ccc(F)c(Cl)c3)cc12 | i
66 | CCN(CC)c1ccc(C2NCC(c3ccc([N+](=O)[O-])cc3)O2)cc1 (centres undefined) | i
67 | COc1ccc(Cc2noc(CN(C)C3CC(C)(C)NC(C)(C)C3)n2)cc1OC | u
68 | O=C(Nc1ccccc1)N1CC[C@@H](c2ccc3c(c2)OCO3)[C@H](O)C1 | u
69 | NC(=O)[C@@H](Cc1ccccc1)NC(=O)C1=C[C@@H](NC(=O)c2cccnc2)[C@@H](O)[C@H](O)C1 | i
70 | CN(Cc1ncc[nH]1)c1nccc(N2CCC(O)C2)n1 (centres undefined) | i
71 | Oc1ccc(C=Nc2nc3c(s2)CCCC3)cc1 | i
72 | CNC(=O)CN(c1cc(C)ccc1OC)S(=O)(=O)c1ccc(C)cc1 | i
73 | CCOc1ccc(C(C)=O)cc1N1C(=O)[C@@H]2C3C=CC(C3=C(C)C)[C@@H]2C1=O | i
74 | CCCCNS(=O)(=O)c1cnn(-c2ccccc2)c1Cl | i
75 | COc1ccc2oc(=O)c(C(=O)Nc3ccc([N+](=O)[O-])cc3)cc2c1 | i

# Nothing new here: 7 of the compounds above.
item | SMILES | ST2 inh
54 | CC(C)c1nccc(-c2c(-c3ccccc3)ncn2C[C@H]2CCCN2)n1 | i
55 | O=C(O[C@@H]1[C@H](O)C[C@@](O)(C(=O)O)C[C@H]1OC(=O)c1cc(O)c(O)c(O)c1)c1cc(O)c(O)c(O)c1 | i
56 | CN(C)C1CCCCC1NS(=O)(=O)c1ccc(Cl)cc1 (centres undefined) | i
57 | Cc1nc(-c2ccc(C(=O)N3CCCC3C(=O)NCc3ccccc3)cc2)no1 (centres undefined) | i
58 | CS(=O)(=O)Nc1ccc(/C=C/c2ccccc2)cn1 | i
59 | O=C(NCc1cccnc1)C1CCN(C2CCN(Cc3ccc4c(c3)CCO4)CC2)CC1 | i
60 | COc1ccc(NC(=O)c2ccc(OC)c([N+](=O)[O-])c2)cc1Cl | u

# Later entries:
item | SMILES | ST2 inh
76 | COc1ccc(S(=O)(=O)N(Cc2ccccc2)c2ccccc2C(=O)NC2CC2)cc1 | i
77 | CC(=O)Nc1ccc(Cl)c(C(=O)N(C)Cc2ccc3nsnc3c2)c1 | i
78 | O=C1OC(Nc2ccc(OC(F)(F)F)cc2)c2ccccc21 (centres undefined) | i
79 | Cc1ccc(S(=O)(=O)N2CCN(C(=O)c3ccccc3)C2c2ccccc2)cc1 (centres undefined) | i
80 | CN(C)c1ccc(C2Nc3ccc4ncccc4c3C3=C2C(=O)CC(C)(C)C3)cc1 (centres undefined) | i

# Bioassay records (PubChem)
